Bioassay records from PubChem BioAssay.
IDE act: IDE (human) activation, cell-based; P14735; HEK cells, FAbeta-B cleavage, fluorescence polarization; 0% vehicle, 100% cell-free pure enzyme wells; activation, % at 5.96 µM; actives 0.073% (n = 340,000);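 active = activation above the mean of all tested compounds plus 3 SD, set per screening campaign, cut at about 17% in these data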
IMP-1 inhibitor: blocks Pseudomonas aeruginosa IMP-1 metallo-beta-lactamase | purified IMP-1, nitrocefin hydrolysis, epi-absorbance fluorescence | inhibition, % at 5.6 µM | actives 0.45% (n = 290,000);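 active = inhibition above the mean plus 3 SD of all compounds in the same screening run, cut at about 4.5% in these data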;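 note: 0% = IMP-1 with DMSO and 100% = DMSO wells lacking enzyme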
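Assay system: purified recombinant IMP-1 beta-lactamase. Input: IMP-1 0.2 nM before substrate addition. Buffer or medium: Zinc- and detergent-supplemented HEPES buffer, pH 7.1. Schedule: 25 °C, 15 min preincubation, 25 min reaction. Signal: Epi-absorbance fluorescence, 480 nm excitation, 530 nm emission. Evaluation: percent inhibition from optical density relative to buffer-blank wells.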
pCIP destab: compounds decreasing mouse p/CIP protein stability. actives 0.01% (n = 290,000). decrease of EGFP signal, % at 10 µM. F442A p/CIP-EGFP cells, EGFP fluorescence, 16 h. AID 1984;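 active = EGFP signal decrease of at least 30% at 10 µM or well 3 SD below plate mean, unless failing retest; inactive = the rest, including hits failing retest or dose response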; note: some compounds called inactive have numbers as strong as hits; many of its hits are not listed in these tables
IDE inh: cellular human IDE inhibition | P14735 | HEK cells, FAbetaB cleavage, fluorescence polarization | inhibition, % at 5.59 µM | actives 0.41% (n = 320,000);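 active = percent inhibition above the average of all tested compounds plus 3 SD, set per screening campaign, cut at about 16% in these data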;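 note: IDE supplied by intact live HEK cells; FP after avidin binding of uncleaved biotin substrate so inhibition keeps polarization high; 0% = DMSO wells and 100% = 60 µM reference IDE inhibitor Ii1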
PfM18AAP inh: blocks P. falciparum M18 aspartyl aminopeptidase; recombinant PfM18AAP, H-Glu-NHMec fluorogenic cleavage; inhibition, % at 7.35 µM; actives 1.2% (n = 290,000);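 active = inhibition above the campaign mean inhibition over all tested compounds plus 3 SD, cut at about 28% in these data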;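 note: 0% = plate median of test compound wells and 100% = 2 mM ZnCl2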
PHOSPHO1 inh: blocks human PHOSPHO1 phosphatase activity. Q8TCT1. AID 1565. inhibition, % at 13.3 µM. actives 1.1% (n = 290,000). recombinant PHOSPHO1, absorbance phosphatase assay; in the data active = inhibition above about 60%
Target sequence (Q8TCT1 whole entry, looked up): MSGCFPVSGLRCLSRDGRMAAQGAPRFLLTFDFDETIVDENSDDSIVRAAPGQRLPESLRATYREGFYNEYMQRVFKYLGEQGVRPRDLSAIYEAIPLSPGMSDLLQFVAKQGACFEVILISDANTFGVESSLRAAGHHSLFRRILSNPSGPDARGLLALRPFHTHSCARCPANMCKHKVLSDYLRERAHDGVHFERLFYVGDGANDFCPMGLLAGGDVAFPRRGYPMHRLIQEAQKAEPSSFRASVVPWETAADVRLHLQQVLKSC
GPR7 antag: human neuropeptides B/W receptor 1 antagonism | actives 1.1% (n = 290,000) | inhibition, % at 4.4 µM | GPR7-expressing cells, fluorescence antagonist assay | P48145; in the data active = inhibition above about 16%, passing the limit was not always enough;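 note: cells stimulated with the agonist NPW; 0% = agonist with vehicle and 100% = vehicle without agonist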
Target sequence (P48145 whole entry, looked up): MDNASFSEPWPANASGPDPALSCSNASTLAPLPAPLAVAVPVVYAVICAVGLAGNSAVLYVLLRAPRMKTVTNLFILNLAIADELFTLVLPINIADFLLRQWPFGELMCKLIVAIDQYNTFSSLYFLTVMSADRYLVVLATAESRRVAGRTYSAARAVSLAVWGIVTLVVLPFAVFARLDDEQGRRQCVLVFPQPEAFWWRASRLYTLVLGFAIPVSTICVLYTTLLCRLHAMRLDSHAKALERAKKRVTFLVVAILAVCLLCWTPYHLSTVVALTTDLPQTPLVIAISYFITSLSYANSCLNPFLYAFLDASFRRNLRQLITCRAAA
NALP1 inh: blocks the NALP1 inflammasome reconstituted in yeast. actives 0.61% (n = 280,000). AID 2071. inhibition, % at 10 µM. S. cerevisiae NALP1/ASC/caspase-1 growth, X-gal OD620, 72 h; in the data active = inhibition mostly above about 24%, no sharp cut-off; inactive = mostly below about 32%; note: some compounds called inactive have numbers as strong as hits
VIM-2 inh: inhibitors of Pseudomonas aeruginosa VIM-2 metallo-beta-lactamase; actives 0.89% (n = 290,000); purified VIM-2, nitrocefin hydrolysis, epi-absorbance fluorescence; inhibition, % at 5.6 µM;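 active = inhibition above the mean of all tested compounds plus 3 SD, cutoff set per screening run, cut at about 7.5% in these data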;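 note: red hydrolysis product quenches plate fluorescence so inhibitors raise well fluorescence; 0% = enzyme with DMSO and 100% = DMSO without enzyme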
The depositor's hits bear a star; . = no result given.

The line under a structure holds: VIM-2 inh	PHOSPHO1 inh	IDE inh	NALP1 inh	IDE act	PfM18AAP inh	GPR7 antag	pCIP destab	IMP-1 inhibitor
- CCCc1c(NC(=O)Nc2ccc(F)cc2)cnn1-c1ccccc1
  -2.2	29	5	0	1	6	-20	-4	-1.8
- COc1ccc(CC(=O)Nc2ccccc2C(=O)N2CCOCC2)cc1
  -1.7	-10	-1	29	3	3	-4	-2	-2.4
- CCN1CCN(c2ncc(C(=O)Nc3cc(Cl)ccc3OC)c3ccccc23)CC1
  0.1	-20	1	13	1	2	7	-4	-3.7
- Cc1ccc(S(=O)(=O)N2CCC(CN3C(=O)c4cccc5cccc(c45)C3=O)CC2)cc1
  -2.2	34	0	12	5	4	-2	-10	-3.1
- CCOC(=O)C1CCN(C2=NC(=O)/C(=C/c3ccc(OC)c(OC)c3)S2)CC1
  -1.7	16	5	17	4	3	-9	4	-2.6
- COc1ccc(C(=O)N/N=C/c2cccc3cccnc23)cc1
  0.0	22	4	19	4	-5	-6	-5	-2.0
- Cc1cccn2c(CN(C)CC3CCCCO3)c(C(=O)N3CCCCC3)nc12 (configuration not stated)
  -2.9	6	-1	-10	3	-2	7	-9	-2.9
- COc1ccc(CCn2c(=N)c(S(=O)(=O)c3ccc(C)cc3)cc3c(=O)n4ccccc4nc32)cc1
  3.2	17	1	12	-1	0	-10	-7	0.5
- CC(C)=C(NC(=O)c1ccccc1)C(=O)NCCCC(=O)O
  -3.8	21	-3	9	0	1	-10	6	-1.9
- CCOC(=O)c1[nH]cnc1N=Nc1c(O)ccc2ccccc12
  -3.9	-11	-5	31	7	2	-7	-7	-1.2
- C=CCn1c(SCc2nc3ccccc3[nH]2)nnc1-c1ccncc1
  -3.5	14	-2	22	7	0	-9	-1	-4.7
- Cn1c(=O)c(/C=C/c2ccc(F)cc2)nc2ccccc21
  -5.6	30	.	9	4	-4	7	-8	-3.7
- COc1ccc(COCC(O)CN2CC(C)OC(C)C2)cc1OC (configuration not stated)
  -5.7	0	-3	6	3	-6	-2	-4	-4.2
- CC(=O)c1ccc(NC(=O)[C@@]2(CC(=O)O)CC(/C=C/c3ccccc3)=NO2)cc1
  -1.8	44	.	-5	-2	6	5	-10	-4.0
- NC(=O)CC(NC(=O)Cc1ccc(Br)cc1)c1ccc(NC2CCC2)c([N+](=O)[O-])c1 (configuration not stated)
  .	30	8	.	4	.	.	0	.
- C=CCNC(=O)c1ccc(NC(=O)C2=CSCCO2)cc1
  1.1	17	-2	21	3	-3	12	-9	1.4
- CCOc1ccc(NC(=O)CNC(=O)c2ccc([N+](=O)[O-])cc2)cc1
  -3.8	34	-2	25	5	4	-13	-17	-1.2
- Cc1ccccc1NC(c1cccc(Cl)c1)c1nnnn1C1CCCCC1 (configuration not stated)
  -2.8	-9	-5	2	-4	0	2	4	-3.4
- Cc1ccccc1Cn1c2ccccc2c2cnn(CC(=O)NCCCN3CCN(C)CC3)c(=O)c21
  0.6	-70	0	-3	2	-13	3	-7	0.7
- Cc1onc(C(=O)Nc2cccc(C(F)(F)F)c2)c1[N+](=O)[O-]
  -1.1	9	-5	15	4	-15	-8	-14	-0.4

In the list so far, 6 contain a halogen:
The line under a structure holds: VIM-2 inh	PHOSPHO1 inh	IDE inh	NALP1 inh	IDE act	PfM18AAP inh	GPR7 antag	pCIP destab	IMP-1 inhibitor
- CCCc1c(NC(=O)Nc2ccc(F)cc2)cnn1-c1ccccc1
  -2.2	29	5	0	1	6	-20	-4	-1.8
- CCN1CCN(c2ncc(C(=O)Nc3cc(Cl)ccc3OC)c3ccccc23)CC1
  0.1	-20	1	13	1	2	7	-4	-3.7
- Cn1c(=O)c(/C=C/c2ccc(F)cc2)nc2ccccc21
  -5.6	30	.	9	4	-4	7	-8	-3.7
- NC(=O)CC(NC(=O)Cc1ccc(Br)cc1)c1ccc(NC2CCC2)c([N+](=O)[O-])c1 (configuration not stated)
  .	30	8	.	4	.	.	0	.
- Cc1ccccc1NC(c1cccc(Cl)c1)c1nnnn1C1CCCCC1 (configuration not stated)
  -2.8	-9	-5	2	-4	0	2	4	-3.4
- Cc1onc(C(=O)Nc2cccc(C(F)(F)F)c2)c1[N+](=O)[O-]
  -1.1	9	-5	15	4	-15	-8	-14	-0.4

More results follow.
The line under a structure holds: VIM-2 inh	PHOSPHO1 inh	IDE inh	NALP1 inh	IDE act	PfM18AAP inh	GPR7 antag	pCIP destab	IMP-1 inhibitor
- O=C(Nc1ccccc1)c1cccc(N2C(=O)C3C4C=CC(C5CC45)C3C2=O)c1 (configuration not stated)
  -1.1	33	3	12	8	3	-10	4	-1.1
- O=C(CCCN1C(=O)/C(=C\c2ccccc2)SC1=S)Nc1ccc(C(=O)O)cc1
  -3.2	26	0	-7	0	1	4	0	-2.1
- Cc1ccc(S(=O)(=O)N(C)Cc2nc(-c3ccccn3)no2)cc1
  1.2	-18	-1	6	2	-3	-3	-3	0.0
- CCC(=O)N(C)/C=C1\Sc2ccccc2C1=O
  6.8	28	-1	-1	3	6	16	-4	0.0
- CC(=O)NC1(C(F)(F)F)NC(=O)N(CCc2ccccc2)C1=O (configuration not stated)
  -1.5	.	-5	14	6	0	5	-2	-1.8
- CCCCOC(=O)C1CCC[C@@H](C)N1 (some centres not stated)
  -1.3	18	9	-9	2	-14	-5	1	-1.0
- O=C1CC(C(=O)O)(c2ccccc2)c2cccc(F)c21 (configuration not stated)
  -2.4	30	-1	2	1	1	-9	-9	-1.9
- O=C(NCc1nc(-c2ccc(C(F)(F)F)cc2)no1)c1cccs1
  -5.7	-2	-4	.	-6	-8	0	-9	-3.4
- CC(=O)Oc1ccccc1C(=O)Oc1ccc(/C=N/n2cnnc2)cc1
  0.6	-4	-3	-8	1	-4	0	3	-1.9
- CCOC(=O)C1C(=O)C=C(C)C(C(=O)OCC)C1c1cccc([N+](=O)[O-])c1 (configuration not stated)
  -0.8	18	0	14	2	5	1	-5	-0.3
- COc1cc(OC)cc(-c2nc3ccccc3c(=O)n2OC(=O)c2ccc(C)c(C)c2)c1
  -3.3	-21	0	29	5	-4	0	4	-1.9
- C/C(=N\NC(=O)OC(C)(C)C)c1cccc([N+](=O)[O-])c1
  -0.3	-1	-1	21	7	1	-1	0	-2.2
- C#CCN1C(=O)C2(OCCO2)c2ccccc21
  -0.3	39	0	5	4	-6	-12	0	-2.4
- CC1CCN(C(=O)CCc2ccc(S(=O)(=O)NC(C)(C)C)cc2)CC1
  0.9	15	-5	5	0	-11	5	5	1.6
- Cc1cc(NS(=O)(=O)c2ccc(NC(=O)c3ccc(Cl)cc3[N+](=O)[O-])cc2)no1
  -2.0	.	-1	15	5	-9	-4	-13	-0.9
- O=C(NNc1cccc(Cl)c1)c1cccnc1Cl
  -1.3	-10	-3	23	2	13	2	4	-2.9
- COc1cc(-c2nc3cnccc3n2C)cc(OC)c1OC
  -0.9	6	-3	4	2	15	-5	-2	-2.7
- CCOC(=O)c1cccc(P(C)(C)=O)c1
  -0.9	-14	-3	16	19*	2	-6	-12	-3.4
- COc1ccc(C)cc1NC(=O)c1cccc(-c2ccc(OC(C)=O)cc2)c1
  -3.1	26	-1	16	3	-1	-24	-15	-0.9
- O=C(CCCc1c[nH]c2ccccc12)NCc1cccs1
  0.0	10	-1	-4	5	0	2	-15	-2.5

At a glance, 4 of the compounds above.
The line under a structure holds: VIM-2 inh	PHOSPHO1 inh	IDE inh	NALP1 inh	IDE act	PfM18AAP inh	GPR7 antag	pCIP destab	IMP-1 inhibitor
- COc1cc(-c2nc3cnccc3n2C)cc(OC)c1OC
  -0.9	6	-3	4	2	15	-5	-2	-2.7
- CCOC(=O)c1cccc(P(C)(C)=O)c1
  -0.9	-14	-3	16	19*	2	-6	-12	-3.4
- COc1ccc(C)cc1NC(=O)c1cccc(-c2ccc(OC(C)=O)cc2)c1
  -3.1	26	-1	16	3	-1	-24	-15	-0.9
- O=C(CCCc1c[nH]c2ccccc12)NCc1cccs1
  0.0	10	-1	-4	5	0	2	-15	-2.5

The results go on.
The line under a structure holds: VIM-2 inh	PHOSPHO1 inh	IDE inh	NALP1 inh	IDE act	PfM18AAP inh	GPR7 antag	pCIP destab	IMP-1 inhibitor
- O=C(N/N=C/c1ccccc1)c1[nH]ncc1Br
  -1.5	20	5	6	5	2	-5	5	-1.2
- CCOc1cc(/C=C2\SC(=N)N(c3nonc3N)C2=O)ccc1OCCN1CCOCC1
  -1.4	16	-6	-16	0	9	-16	11	-0.1
- COc1ccc(/C=C(\NC(=O)c2ccccc2)C(=O)N2CCCCC2)cc1OC
  -0.8	-8	2	-1	-1	-5	-4	-15	-0.6
- Cc1occc1C(=O)Nc1cccnc1
  0.5	14	7	25	5	-6	-15	-8	-3.9
- COCCCN(CCNC(=O)c1ccc(NC2=NC3CS(=O)(=O)CC3S2)cc1)Cc1ccco1 (configuration not stated)
  -0.4	18	0	-9	2	-9	11	-2	-5.9
- Cn1nc(C(C)(C)C)c([N+](=O)[O-])c1C(=O)N1CCCCCC1
  -1.4	22	1	27	4	0	3	-1	-1.4
- CSc1nc2c(c(=O)n1Cc1ccccc1)SC(C)C2 (configuration not stated)
  -0.5	-14	3	12	-3	5	-18	-13	-3.6
- C=CCNC(=O)CN1CCN(Cc2ccc3c(c2)OCO3)CC1
  -3.2	24	1	21	5	9	-9	7	-4.2
- N#CC1=C(S)N(c2ccccc2)C(c2ccc(-c3cccc(Cl)c3)o2)NC1=O (configuration not stated)
  -4.0	-7	-3	8	0	-1	3	-16	7.5*
- Cc1ccc(OC(C)C(=O)Nc2ccncc2)cc1 (configuration not stated)
  -0.2	.	-5	-16	7	-2	-15	-10	-1.7
- O=C(C1=C(O)C(=O)N(CCCN2CCOCC2)C1c1ccc(Cl)cc1)c1cc2ccccc2o1 (configuration not stated)
  1.5	-12	5	11	.	15	0	-16	-2.1
- Cc1cc(C)c(NC(=O)CN(c2ccccc2)S(=O)(=O)N(C)C)c(C)c1
  -1.0	15	-1	5	4	5	-5	-6	-3.0
